H37Rv inhibition: M. tuberculosis growth inhibition, HTS (AID 449762) | inhibition, % at 25 µM, or IC50 in µM where a hit was titrated | M. tuberculosis H37Rv growth inhibition, 7H9 media; higher % means a stronger effect | 330,000 tested, 0.59% active; in the data active = a potency from the dose series; inconclusive = inhibition above about 70% without an active follow-up result;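 also: bacterial growth assessed after seven days of incubation; strong numbers were not always called active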
Salmonella PhoP GFP: PhoP regulon inhibitors, Salmonella typhi PhoP promoter GFP reporter, confirmatory (AID 1850). 310,000 tested, 0.33% active. Salmonella Typhi PhoP-promoter GFP reporter, fluorescence, 4 h; higher % means a stronger effect. inhibition, % at 50 µM, or IC50 in µM where a hit was titrated; in the data active = a potency from the dose series; inconclusive = inhibition mostly from about 25% at the one dose, without a potency; inactive = the rest, 99 in 100 with inhibition below about 19%;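 also: 0% = induced wells with vehicle and 100% = uninduced wells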
tuberculosis growth: growth inhibition of non-replicating M. tuberculosis (AID 488890). Mycobacterium tuberculosis non-replicating, growth inhibition; higher % means a stronger effect. inhibition, % at 25 µM; hits with a dose series show IC50 in µM. 320,000 tested, 0.39% active; in the data active = a potency from the dose series; inconclusive = inhibition mostly from about 82% at the one dose, without a potency; inactive = the rest, 99 in 100 with inhibition below about 76%;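 also: plate controls were DMSO cells for no effect and high antibiotic wells for full effect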
VEEV TC-83 Vero: inhibitors of VEEV TC-83 cytopathic effect, confirmation, Vero cells (AID 588727); one-dose inhibition, % at 20 µM; IC50 in µM for titrated hits; Vero cells, VEEV TC-83 cytopathic effect inhibition; higher % means a stronger effect; 350,000 tested, 0.13% active; in the data active = a potency from the dose series; inconclusive = inhibition mostly from about 14% at the one dose, without a potency; inactive = the rest, 99 in 100 with inhibition below about 12%; also: strong numbers were not always called active
H1N1 NS1A inhibition: H1N1 influenza NS1A inhibitors, functional cell based assay (AID 504329); 340,000 tested, 0.3% active; NS1A functional cell-based assay, percent inhibition; higher % means a stronger effect; inhibition, % at 12.5 µM; hits with a dose series show IC50 in µM; in the data active = a potency from the dose series; inconclusive = inhibition above about 27% without an active follow-up result; also: strong numbers were not always called active
VEEV TC-83 Vero 10K pilot screen: further read-out of VEEV TC-83 Vero, marked with its call; inhibition, %; measured here: 10K pilot screen inhibition
* hit, by the source's call; i = inactive; ? = inconclusive; . = no result given.

SMILES	H37Rv inhibition	Salmonella PhoP GFP	tuberculosis growth	VEEV TC-83 Vero	H1N1 NS1A inhibition	others
COc1ccc(NC(C)=O)cc1NC(=O)C1CCN(C(=O)Nc2ccccc2)CC1	-2.1%	0.3%	-8.9%	2.1%	-6.7%
O=C(NCc1ccccn1)c1c(Cl)cccc1Cl	-4.8%	4.7%	-7.4%	0.1%	5.7%
COC(=O)C1=C(C)NC2=C(C(=O)c3ccccc32)C1c1cccc(OC)c1 (centres undefined)	4.9%	-7.8%	7.0%	3.6%	-8.9%
Cc1ccc(NC(=O)[C@H](C)NC(=O)C2CCN(C(=O)[C@@H](NC(=O)OC(C)(C)C)C(C)C)CC2)cc1	2.1%	-2.5%	-5.7%	1.6%	-1.3%
COc1ccc(C(CNC(=O)c2cccc(Br)c2)N2CCCC2)cc1 (centres undefined)	-0.1%	-7.6%	26.1%	i	-7.0%
CC1CCCCC1NC(=O)CSc1nnc(CC(=O)Nc2ccccc2F)n1C (centres undefined)	5.4%	0.5%	-7.3%	i	5.5%
CCC1Oc2ccc(C)cc2N(CC(=O)N2CCN(c3ccc(F)cc3)CC2)C1=O (centres undefined)	-10.4%	2.7%	.	.	.
CN(C)c1nc(Nc2ccc(F)cc2)nc(Oc2ccc(F)cc2)n1	0.1%	-2.1%	18.5%	0.3%	-22.8%
Cc1cc2oc(=O)cc(CN(C)Cc3ccccc3)c2cc1C(C)C	14.2%	-7.2%	-1.7%	2.5%	3.2%
COc1nc(-c2ccc(Cl)cc2Cl)nc2ccccc12	2.4%	0.0%	7.6%	0.2%	-1.4%
O=C1C=C(O)CC(c2ccc(Cl)cc2)C1 (centres undefined)	9.0%	9.2%	24.5%	i	3.2%
CN(C)S(=O)(=O)n1cc(/C=C(\NC(=O)c2ccccc2Cl)C(=O)N2CCOCC2)c2ccccc21	4.3%	4.5%	0.1%	1.6%	2.6%
COc1cc(S(=O)(=O)N2CCn3cccc3C2C)ccc1NC(C)=O (centres undefined)	-2.8%	.	2.9%	1.6%	-8.2%
Cc1ccccc1OCC(=O)Nc1ccc(NC(=O)c2ccco2)cc1	1.9%	-10.7%	32.0%	0.6%	0.7%
Cc1cc(=O)[nH]c(CN2CCOCC2)n1	-7.4%	12.4%	-17.0%	0.5%	3.1%
CCn1cc(CNC(=O)CCSc2nc(-c3ccco3)cc(C(F)(F)F)n2)cn1	-4.2%	-6.8%	-1.4%	.	.
CCCCn1c(N)c(N(CC(C)C)C(=O)COC(=O)c2ccccc2NCCO)c(=O)[nH]c1=O	-5.5%	0.5%	2.9%	3.0%	-10.8%
COc1cc(C2N(c3ccccc3)CCN2c2ccccc2)cc(OC)c1OC	-16.1%	8.3%	42.8%	0.7%	2.1%
CCC1SC(CC)C(=O)N(CC(=O)NCCc2ccccc2)C1=O (centres undefined)	0.6%	5.2%	-0.5%	0.8%	-5.9%
C=CCNC(=O)C1CCN(c2c([N+](=O)[O-])cc(C(F)(F)F)cc2[N+](=O)[O-])CC1	-1.4%	8.0%	-19.5%	0.2%	-4.4%
CC1CCCC(NC(=O)NC(=O)COC(=O)C2=NN(c3ccccc3)C(=O)CC2)C1C (centres undefined)	.	.	.	2.5%	-5.1%
CC1(NC(=O)CC[N+](C)(C)CCO)CS(=O)(=O)CC1S(=O)(=O)[O-] (centres undefined)	-5.9%	-5.0%	-4.1%	.	.
O=C1CN(C(=O)/C=C/c2ccc(Cl)cc2)c2ccccc2N1	20.2%	-1.5%	44.6%	4.7%	6.6%
O=S(=O)(c1ccccc1)N1CCC(n2cnc3ccccc32)CC1	1.5%	3.0%	12.1%	3.1%	0.9%
CCC1CCCCN1C(=O)Nc1cc(Cl)ccc1OC (centres undefined)	6.6%	-8.6%	64.0%	i	-1.9%

Entries listed so far with an aryl methoxy group (7):
SMILES	H37Rv inhibition	Salmonella PhoP GFP	tuberculosis growth	VEEV TC-83 Vero	H1N1 NS1A inhibition	others
COc1ccc(NC(C)=O)cc1NC(=O)C1CCN(C(=O)Nc2ccccc2)CC1	-2.1%	0.3%	-8.9%	2.1%	-6.7%
COC(=O)C1=C(C)NC2=C(C(=O)c3ccccc32)C1c1cccc(OC)c1 (centres undefined)	4.9%	-7.8%	7.0%	3.6%	-8.9%
COc1ccc(C(CNC(=O)c2cccc(Br)c2)N2CCCC2)cc1 (centres undefined)	-0.1%	-7.6%	26.1%	i	-7.0%
COc1nc(-c2ccc(Cl)cc2Cl)nc2ccccc12	2.4%	0.0%	7.6%	0.2%	-1.4%
COc1cc(S(=O)(=O)N2CCn3cccc3C2C)ccc1NC(C)=O (centres undefined)	-2.8%	.	2.9%	1.6%	-8.2%
COc1cc(C2N(c3ccccc3)CCN2c2ccccc2)cc(OC)c1OC	-16.1%	8.3%	42.8%	0.7%	2.1%
CCC1CCCCN1C(=O)Nc1cc(Cl)ccc1OC (centres undefined)	6.6%	-8.6%	64.0%	i	-1.9%

The list continues:
SMILES	H37Rv inhibition	Salmonella PhoP GFP	tuberculosis growth	VEEV TC-83 Vero	H1N1 NS1A inhibition	others
Nc1nonc1/C(=N/O)N1CCN(CCO)CC1	-3.0%	1.7%	-15.4%	0.1%	2.7%
O=C(OCc1ccccc1)Oc1cncc(C(=O)O)c1	1.5%	-14.4%	5.2%	0.1%	-2.6%
CC1O[C@@H](O[C@H](C)CC/C=C/C(=O)O)C(O)C[C@H]1O (some centres undefined)	4.3%	-2.8%	-18.3%	0.2%	-2.6%	VEEV TC-83 Vero 10K pilot screen=0.2
CSc1nsc(SCCN2C(=O)c3ccccc3C2=O)n1	2.5%	-7.4%	8.2%	0.4%	-2.6%
COc1ccc(C(=O)Nc2nc3ccccc3[nH]2)cc1S(=O)(=O)N1CCCC1	63.7%	0.7%	-12.4%	7.6%	-14.8%
Cc1ccc(C(C(=O)NC2CCCC2)N(C(=O)c2csnn2)C2CC2)cc1 (centres undefined)	5.7%	-13.4%	-3.5%	i	-1.9%
Cc1ccc(N(C(=O)c2ccc(S(=O)(=O)N3CCCC3)cc2)C2C=CS(=O)(=O)C2)cc1 (centres undefined)	-2.7%	-5.0%	3.0%	6.1%	-6.2%
O=C(NCc1cccc(Cl)c1)c1ccc(N2CC3CC(C2)c2cccc(=O)n2C3)c(NC(=O)c2cccnc2)c1 (centres undefined)	-0.4%	8.5%	-7.7%	1.6%	-1.9%
CN1C(=O)N(S(=O)(=O)c2ccc(F)c(F)c2F)C(=O)C1(C)C	-7.2%	-6.2%	-1.7%	0.1%	3.6%	VEEV TC-83 Vero 10K pilot screen=0.4
CN(CC(=O)NC1CCCCCCC1)S(=O)(=O)c1cnc[nH]1	-4.0%	5.6%	4.2%	i	-7.4%
FC(F)(F)c1ccc(CSc2ccccn2)cc1	-3.1%	9.4%	22.7%	i	8.4%
Cc1onc(C(N)=O)c1C(=O)Nc1ncc(C(F)(F)F)cc1Cl	0.9%	5.0%	-30.8%	1.2%	1.7%
CCNC(=S)N(CCc1ccc(OC)c(OC)c1)Cc1cc2cc(OC)ccc2[nH]c1=O	1.6%	5.9%	6.0%	9.1%	-10.2%
COc1ccc(-c2nn(C)c(=O)[nH]2)cc1	-2.4%	-1.9%	-19.8%	i	-4.8%
CC(C)Nc1nc(NC(C)(C)C)nc(Oc2ccc(=O)n(-c3ccccc3)n2)n1	3.2%	0.7%	-0.9%	11.2%	6.7%
CN1CC(c2ccccc2Cl)C2(COc3ccccc3C2=O)C12C(=O)Nc1ccccc12 (centres undefined)	6.0%	-0.6%	10.6%	7.4%	-5.5%
CC(=O)c1cccc(CN2CCN(Cc3ccc(C)cc3)C(CCO)C2)c1 (centres undefined)	-4.1%	5.6%	-6.4%	0.6%	-3.0%
O=c1[nH]c(/C=C\c2ccc(O)c(O)c2)nc(O)c1[N+](=O)[O-]	5.9%	-4.0%	8.9%	i	-0.4%
COc1ccc(-c2ccc3c(c2)C2CC3CCN2Cc2ccc(OC(F)(F)F)cc2)cc1 (centres undefined)	.	.	.	i	4.6%
Cc1ccc(NC(=O)C(CC(C)C)NC(N)=O)cc1 (centres undefined)	2.0%	-3.0%	11.2%	1.0%	-4.0%
CN(C)c1ccc(NC(=O)c2cccc(N3C(=O)CCC3=O)c2)cc1	-1.7%	4.3%	1.6%	0.9%	-2.7%
Cc1ccc(-n2nc(-c3ccco3)cc2C(=O)O)c(C)c1	.	.	.	0.1%	11.2%
OC(COCc1ccccc1)CN1CCN(c2ccccc2F)CC1 (centres undefined)	-5.8%	-3.3%	13.6%	0.3%	1.6%
CC(OC(=O)CCN=C1NS(=O)(=O)c2ccccc21)C(=O)Nc1ccc(N(C)C)cc1 (centres undefined)	-9.8%	-5.0%	2.8%	3.0%	-18.1%
COc1ccc(CCNS(=O)(=O)c2ccc3c(c2)CCN3C(=O)CCC(=O)O)cc1OC	-10.1%	3.9%	1.3%	i	-7.5%

Fetched by structure from the list above:
SMILES	H37Rv inhibition	Salmonella PhoP GFP	tuberculosis growth	VEEV TC-83 Vero	H1N1 NS1A inhibition	others
CC(=O)c1cccc(CN2CCN(Cc3ccc(C)cc3)C(CCO)C2)c1 (centres undefined)	-4.1%	5.6%	-6.4%	0.6%	-3.0%
COc1ccc(C(=O)Nc2nc3ccccc3[nH]2)cc1S(=O)(=O)N1CCCC1	63.7%	0.7%	-12.4%	7.6%	-14.8%

Additional entries follow.
SMILES	H37Rv inhibition	Salmonella PhoP GFP	tuberculosis growth	VEEV TC-83 Vero	H1N1 NS1A inhibition	others
Cc1ccccc1C(=O)N1CCC(C(=O)Nc2nc3ccc(F)cc3s2)CC1	?	-0.4%	32.2%	6.5%	-8.8%
CC1CC(C)(C)CC2(C1)NC(=O)N(CC(=O)NCc1ccccc1F)C2=O (centres undefined)	3.7%	1.7%	8.4%	i	-14.2%
C#CCN(C(=O)c1ccc(OC2CCN(Cc3ccccn3)CC2)cc1)C1CCCCC1	5.9%	-6.6%	54.1%	0.5%	-16.8%
COC(=O)[C@]1(C)CCC[C@@]2(C)C3CC[C@@]4(C)C[C@]3(CC[C@H]12)C[C@H]4O (some centres undefined)	1.1%	-7.2%	2.3%	1.4%	19.8%
CN(Cc1ccccc1)c1ccc(C(CC(N)=O)NC(=O)c2ccc(Br)cc2)cc1[N+](=O)[O-] (centres undefined)	?	10.9%	51.4%	1.9%	22.6%
Nc1c(-c2ccccc2)n[nH]c1-c1ccccc1	-0.8%	-3.1%	25.7%	1.6%	4.7%
COc1ccc(OC)c(-c2cc(C(F)(F)F)c3c(n2)sc2c(O)cc(=O)[nH]c23)c1	-7.7%	-6.7%	11.0%	6.3%	-11.7%
Cc1ccccc1Nc1nnc(SCC(=O)c2c(N)n(C3CC3)c(=O)[nH]c2=O)s1	.	.	.	11.8%	-4.7%
CCN1CCN(Cc2ccccc2NC(=O)Nc2ccc(C)cc2)CC1	-3.5%	3.1%	-0.7%	1.5%	-2.9%
Cc1cc(NC(=O)CSc2nccn2C)n(-c2ccccc2)n1	-2.0%	3.3%	-10.8%	i	-5.6%
CCS(=O)(=O)N1CCC(C(=O)NCC2CCCO2)CC1 (centres undefined)	-7.5%	-8.7%	0.5%	0.7%	-2.3%
CC(=O)Nc1ccc(S(=O)(=O)N(C)CC(=O)OCC(=O)NCc2ccco2)cc1	-7.2%	3.9%	-10.1%	0.1%	-2.7%
COc1cccc(NC(=O)c2ccccc2SC)c1	-3.1%	4.4%	-6.5%	1.1%	-4.7%
CC(C)c1nc(SCC(=O)Nc2c[nH]c(=O)[nH]c2=O)c2cnn(-c3ccccc3)c2n1	0.6%	2.1%	-10.7%	1.8%	-2.2%
COc1ccc(NC(=O)c2ccc(Oc3ncccn3)cc2)cc1	-13.3%	4.0%	13.4%	0.3%	-10.1%
COc1ccc(N(CC(=O)Nc2ccccc2C(=O)NCc2ccco2)S(C)(=O)=O)cc1	-9.3%	-6.1%	4.2%	1.5%	3.2%
O=c1c2ccccc2[nH]c(=S)n1CCCN1CCOCC1	-4.7%	-2.9%	6.1%	0.9%	4.6%
CCOc1ccccc1NS(=O)(=O)c1ccc2c(c1)NC(=O)CCS2	0.6%	-2.4%	-5.2%	i	5.3%
CC(C)c1ccc(/C=N/NC(=O)c2ccccn2)cc1	?	3.8%	i	2.4%	-0.9%
Cc1ccccc1NS(=O)(=O)c1ccc2c3c(cccc13)C(=O)N2C	14.6%	5.3%	-5.5%	6.2%	-14.3%
COc1ccc(C(=O)NCCc2c[nH]c3ccc(OC)cc23)cc1	-1.4%	-9.4%	-10.1%	0.6%	-2.7%
Cc1ccc(NC(=O)CS(=O)CC(=O)N2CCN(c3ccccc3)CC2)cc1 (centres undefined)	7.4%	-28.9%	-2.0%	0.7%	5.9%
N#CCC(=O)Nc1ncn(Cc2ccccc2Cl)n1	-8.9%	1.9%	10.2%	2.8%	20.3%
COc1cccc(C2C(C#N)=C(C)NC3=C2C(=O)CC(C)(C)C3)c1 (centres undefined)	-12.5%	-1.9%	15.3%	0.4%	-3.7%
